High-throughput results as filed in PubChem.
FBPA Giardia inh: inhibitors of Giardia lamblia fructose-1,6-bisphosphate aldolase; purified Giardia FBPA; Potency, µM (top dose mostly 59.6 µM), for inactives: top-dose activity, negative = inhibition, usual class: inhibitors; 0.71% of 290,000 active; AID 2451; note: potency is the fitted concentration of half-maximal effect; nearly all actives have a fitted effect of over 55% in size
Target sequence (A8B2U2 whole entry, looked up): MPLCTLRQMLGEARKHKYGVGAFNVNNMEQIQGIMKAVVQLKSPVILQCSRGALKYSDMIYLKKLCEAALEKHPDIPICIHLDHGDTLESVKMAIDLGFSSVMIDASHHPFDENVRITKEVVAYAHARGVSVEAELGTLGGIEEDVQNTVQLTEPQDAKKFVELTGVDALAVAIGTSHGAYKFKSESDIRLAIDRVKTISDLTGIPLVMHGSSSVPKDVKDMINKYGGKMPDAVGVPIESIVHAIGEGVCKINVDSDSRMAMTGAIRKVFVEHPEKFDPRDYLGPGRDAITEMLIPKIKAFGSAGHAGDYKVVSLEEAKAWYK
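40 nM FBPA preincubated 10 min at RT with compound (up to 57.5 uM final), then substrate plus GAPDH/TPI/NAD/arsenate coupling and diaphorase/resazurin added. Fluorescence read after 20 min at RT, 525/598 nm.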
HCMV inh: human cytomegalovirus inhibition; HFF cells, HCMV-luciferase reporter, 72 h; hits give low values; activity change, negative = inhibition, % at 57.5 µM; 4.5% of 410,000 active; in the data active = activity change below about -60%; inconclusive = no clear call, values can overlap the other calls; inactive = above about -39%
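Inhibition of viral replication was scored as loss of reporter luminescence in HFFs infected with HCMV-luciferase (MOI 1 PFU/cell) for 72 h; compounds tested at 2 doses, normalized to buffer and Salinomycin controls.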
Sm TGR block: blocks Schistosoma mansoni thioredoxin glutathione reductase | purified TGR, DTNB reduction, TNB absorbance 405 nm | 3% of 360,000 active | Q962Y6 | Potency, µM (doses to about 114 µM), for inactives: at the highest dose activity change, negative = inhibition, actives largely listed as inhibitors; note: potency is the fitted concentration of half-maximal effect; nearly all actives have a fitted effect of over 60% in size
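First, TGR (20 nM dispensed) and NADPH were mixed with compound. Second, a 15 min room-temperature incubation followed. Third, further NADPH and then DTNB were added to start the reaction. Finally, TNB absorbance was monitored kinetically.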
HCV inhibitor: HCV inhibition; Huh7.5.1 HCVcc-Cre infection, luciferase reporter, 44 h; Potency, µM (top dose mostly 41.8 µM), inactives show at the highest dose activity change, negative = inhibition, usual class: inhibitors; 3.4% of 340,000 active; AID 651820; note: potency is the fitted concentration of half-maximal effect
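Antiviral activity was scored by luciferase reporter output from cells infected with HCVcc-Cre (~0.5 moi) in presence of compound, 44 h infection period, cells seeded 1,000/well 4 h prior.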
AmpC detergent: inhibitors of E. coli AmpC beta-lactamase with detergent. AmpC hydrolysis of nitrocefin, absorbance 480 nm, 0.01% Triton. Potency, µM (doses to about 114 µM), for the others: at the top dose activity change, negative = inhibition, actives largely listed as inhibitors. 0.041% of 370,000 active;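 note: potency is the fitted concentration of half-maximal effect; 0% = no-compound wells and -100% = no-enzyme wells; nearly all actives have a fitted effect of over 25% in size; some results filed as inactive show a strong effect at the top dose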
Target sequence (P00811 whole entry, looked up): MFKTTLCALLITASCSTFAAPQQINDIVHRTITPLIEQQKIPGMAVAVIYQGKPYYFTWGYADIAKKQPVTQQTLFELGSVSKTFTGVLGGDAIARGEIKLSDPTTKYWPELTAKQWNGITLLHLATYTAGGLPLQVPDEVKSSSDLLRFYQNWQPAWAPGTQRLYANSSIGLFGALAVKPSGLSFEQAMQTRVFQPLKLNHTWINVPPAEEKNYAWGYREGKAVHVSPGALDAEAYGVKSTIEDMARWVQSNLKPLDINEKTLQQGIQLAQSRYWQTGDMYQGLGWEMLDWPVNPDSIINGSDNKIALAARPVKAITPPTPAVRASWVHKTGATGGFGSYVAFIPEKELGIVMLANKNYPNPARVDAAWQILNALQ
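20 mM phosphate pH 7.0 + 0.01% (detergent screen) or 0.0001% Triton X-100; 5.3 nM AmpC reagent; cpd preinc 15 min RT; nitrocefin (800 uM stock) to start; A480 q20 s × 4 min; Activity was normalised to no-enzyme and no-compound control wells.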
AmpC inh no detg: AmpC beta-lactamase inhibition without detergent. AmpC nitrocefin hydrolysis, absorbance 480 nm, 0.0001% Triton. 0.52% of 330,000 active. Potency, µM (titrated, usually from 57.1 µM), inactives show at the top dose activity change, negative = inhibition, actives largely listed as inhibitors. P00811;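 note: potency is the fitted concentration of half-maximal effect; plate controls were no compound for no effect and no enzyme for full effect; nearly all actives have a fitted effect of over 20% in size; some results filed as inactive show a strong effect at the top dose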
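AmpC (5.3 nM in the dispensed reagent) in 20 mM phosphate pH 7.0 with 0.01% (detergent screen) or 0.0001% Triton X-100 was preincubated with compounds for 15 min at room temperature. Nitrocefin was then added from an 800 uM solution, and hydrolysis was followed at 480 nm.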
An asterisk follows results filed as active; ? = inconclusive; nt = not tested or not shown; & = joins results of further samples; ! = not confirmed by another sample; [ ] = another dose, or the depositor's remark. Unless noted, calls come from the whole dose curve; as a rule, active = well fitted curve in the direction sought with a large enough effect; inconclusive = small, poorly fitted or top-dose-only effect, or another doubt; inactive = no such curve, though single readings can be large; an effect the other way counts as inactive or inconclusive. Unless noted, % is set by controls: 0 for no effect and ±100 for the full control effect. No enrichment for hits. Share with any hit: about 9.9%.

SMILES | FBPA Giardia inh | HCMV inh | Sm TGR block | HCV inhibitor | AmpC detergent | AmpC inh no detg
CCOc1cc(C2C(C(=O)c3ccco3)=C(O)C(=O)N2Cc2ccccc2)ccc1O (stereo unspecified) | nt | -23.8 | -22.3% | 11.4% | -11.0% | -11.7%
CCOC(=O)N1CCC(NC(=O)C(NC(=O)C2CCC(C)CC2)C(C)CC)CC1 (stereo unspecified) | 6.3% | nt | 5.2% | nt | -15.8% | -0.4%
COC(=O)c1cc2sccc2n1Cc1c(C)cc(C)cc1C | nt | 15.0 | -0.3% | nt | 23.9% | nt
COc1ccc(OCCCC(=O)OCC(=O)Nc2sccc2C(N)=O)cc1 | nt | -13.3 | 4.4% | 0.7% | 3.3% | -26.0%
CCCCCCn1nc(C(=O)OCC(=O)c2c(N)n(C)c(=O)n(C)c2=O)c2ccccc2c1=O | 0.7% | -18.2 | -3.9% | ? | 0.1% | -13.0%
O=C(N/C=C/c1ccco1)Nc1cccc(Cl)c1 | -6.9% | 24.6 | 44.7µM* | -11.6% | -12.1% | -52.0%
S=C(NCCCc1ccccc1)NCc1ccccc1 | nt | -83.1* | 3.7% | -13.6% | 0.5% | -31.3%
CC(O)c1cccc(NC(=O)C2CCCCC2)c1 (stereo unspecified) | -2.6% | -38.9 | nt | 6.2% | 1.0% | 0.0%
Cc1nn(Cc2noc(C(=O)NCc3ccccn3)n2)c(C)c1Br | nt | -19.4 | -1.0% | 15.8% | ? | 11.2%
O=C(NC1CC1)c1ccc(Cn2c(SCc3cccc(F)c3)nc3cccnc32)cc1 | nt | -30.6 | 14.7% | nt | 13.6% | nt
CCOC(=O)c1nc(C)sc1-c1ccnn1S(=O)(=O)c1ccccc1C(F)(F)F | -10.9% | 42.8 | 2.0% | 11.1% | -5.4% | 135.0%[activator]
C=CCN1CC[C@]23c4c5ccc(O)c4O[C@H]2C(=O)CC[C@@]3(O)[C@H]1C5 | -4.3%&-11.9% | -15.9&-18.4 | 44.7µM*! | 10.9%&-3.0% | ? | -14.0%&-25.3%
CN(C(=O)c1ccccc1)c1nc2ccccc2s1 | -4.8% | 64.4 | 4.2% | -17.1% | ? | -15.3%
CC1CCN(S(=O)(=O)c2ccc3c(c2)N(CC(=O)NCCCN2CCCCC2C)C(=O)CS3)CC1 (stereo unspecified) | nt | ? | -2.2%&-1.0% | 5.4% | ? | 36.3%
CCOC(=O)C1C(c2ccccc2)N(C)OC1(O)C(F)(F)F (stereo unspecified) | -1.5% | ? | -0.4% | 6.6% | 2.8% | -10.3%
O=C(Nc1ccc(OCC(=O)N2CCOCC2)cc1)Nc1cccc2ccccc12 | -5.4% | -20.1 | -0.4% | 0.1% | 1.4% | -15.7%
CC(C)C[C@H](NC(=O)N1CC(=O)Nc2ccccc21)C(=O)N[C@@H](C(=O)O)c1ccccc1 | 0.4% | -23.0 | -2.5% | 10.4% | -10.6% | -18.6%
COc1ccc(CCNC(=O)[C@H](C)N2C(=O)N3CCc4c([nH]c5ccccc45)[C@@]3(C)C2=O)cc1 | -11.9% | 17.7 | 0.4% | 4.47µM* | ? | 59.4%
Fc1ccc(N2CCN(c3nc(CN4CCOCC4)nc4scc(-c5ccccc5)c34)CC2)cc1 | -15.1% | -24.0 | -11.4% | ? | -5.8% | 144.9%[activator]
NS(=O)(=O)c1ccc(CCNC(=O)CSc2nc3ccccc3c(=O)n2CC2CCCO2)cc1 (stereo unspecified) | nt | 30.9 | 4.9% | -2.5% | 3.6% | 1.4%
COC(=O)Cn1c(C(O)c2ccccc2)nc2ccccc21 (stereo unspecified) | -10.1% | 5.2 | -45.2% | 5.4% | -5.2% | -9.0%
COc1cccc(C(=O)OC2CCCN(C)C2)c1 (stereo unspecified) | -11.1% | 3.3 | -9.0% | 3.8% | -0.1% | -10.5%
Cc1ccccc1OCC(=O)NNC(=O)C1CCN(c2ncnc3sc(C)c(C)c23)CC1 | nt | -14.4 | 10.0% | ? | -0.6% | 74.1%[activator]
Cc1ccc(C)c(OCC(=O)N/N=C/c2ccsc2)c1 | -1.0% | -24.4 | -5.6% | 17.9% | ? | -16.8%
Cc1ccc(CNS(=O)(=O)c2c(C)n(C)c(=O)n(C)c2=O)cc1 | 5.9% | -25.5 | -5.0% | 18.0% | -7.0% | -0.5%
CC[n+]1ccc(/C=C/c2ccc(N(C)C)cc2)c2ccccc21 | -13.8% | -99.0* | -21.3% | 4.47µM* | -8.5% | 21.6%
COC(=O)c1ccc(NC(=O)CSc2nc(=O)n3cccc(C)c3n2)cc1 | nt | -21.4 | -1.9% | 10.6% | -6.2% | -23.7%
COc1ccc(S(=O)(=O)Cc2ccc(C(=O)N3CCOCC3)o2)cc1 | 7.7% | -6.2 | 28.2µM* | 6.1% | ? | -2.0%
CCOc1ncccc1C(=O)N(CC)CC(=O)Nc1ccc(NC(C)=O)cc1 | 5.6% | -36.0 | 7.1% | 4.7% | 2.6% | -3.8%
CCN1CCN(C(=S)c2ccc(Cl)c(Cl)c2)CC1 | ? | -39.7 | -0.1% | -20.3% | -10.3% | 6.9%
Cc1ccc(C)c(NC(=O)CCCCCN2C(=O)[C@@H]3Cc4ccccc4CN3C2=O)c1 | 6.3% | ? | -7.3% | 5.6% | -2.2% | 7.4%
Cc1ccc(NC(=O)CN(C)C(=O)C(C)OC(=O)CNC(=O)c2ccc(Cl)c([N+](=O)[O-])c2)cc1 (stereo unspecified) | nt | 0.9 | -0.1% | -4.8% | -1.7% | 111.6%[activator]
O=S1(=O)Nc2c(ccc3cccnc23)-c2ccccc21 | ? | nt | 0.0% | ? | -7.9% | -28.9%
Cc1cc(C)n2nc(CC(=O)NCc3ccc(F)cc3)nc2n1 | 2.8% | 17.8 | -16.0% | 27.3% | -4.8% | -10.4%
O=C(O)CN1CCCCCC1=O | 3.0% | 41.7 | 7.0% | 5.2% | 0.2% | -11.4%
COc1ccc(N2CCN(C(=O)C3Cc4ccccc4CN3C(=O)c3ccco3)CC2)cc1 (stereo unspecified) | nt | -12.6 | -27.4% | 12.0% | 6.0% | 66.9%[activator]
CCCC1(C(=O)OCC)NC(c2cc(OC)c(OC)c(OC)c2)C2C(=O)N(CC)C(=O)C21 (stereo unspecified) | -1.3% | 5.1 | 5.3% | 1.0% | 0.6% | 5.9%
CCOc1ccc(C2C(C(=O)OC)=CN(CCOC)C=C2C(=O)OC)cc1 | -0.6% | 15.6 | -1.4% | 11.3% | ? | 34.8%
O=C(NCC1CCN(Cc2ccccc2F)CC1)Nc1ccccc1F | 10.3% | 9.6 | 21.1% | 5.8% | -0.5% | -25.9%
CCC(=O)Nc1ccc(CC)cc1-c1nc2ccccc2n(CC(=O)Nc2ccccc2C)c1=O | nt | 17.9 | 0.9% | nt | 22.7% | nt
Cc1cccc(-c2nnc(NC(=O)c3ccc(Cl)cc3)o2)c1 | 26.4% | -23.9 | -1.7% | ? | -9.5% | -14.1%
CCNC(=S)NCCC1=c2ccccc2=N/C1=C\c1c(O)n(C)c(=O)n(C)c1=O | -29.0% | 4.8 | ? | -3.4% | 1.4% | -13.3%
CC(=O)Oc1ccc(C2(C)CC(C)(C)Oc3cc(OC(C)=O)ccc32)c(OC(C)=O)c1 (stereo unspecified) | 4.0% | 41.8 | -26.6% | -21.1% | -7.9% | 107.8%[activator]
O=c1ccc2cc(S(=O)(=O)NCCCc3ccccc3)ccc2[nH]1 | 11.4% | 38.0 | 9.8% | 8.7% | -0.8% | -20.8%
CN(CC(=O)NCCc1ccc(S(N)(=O)=O)cc1)Cc1ccc(Cl)cc1Cl | 0.2% | -86.3* | 1.1% | 7.08µM* | -6.8% | 18.3%
COc1ccccc1S(=O)(=O)Cc1ccc(C(=O)N2CCN(c3ccc(C)cc3)C(C)C2)o1 (stereo unspecified) | 6.2% | -19.1 | ? | ? | 2.3% | ?
Clc1ccc(OCCSc2nnnn2C2CCCCC2)cc1 | 1.3% | 27.7 | 1.0% | 14.3% | 2.0% | -15.3%
O=C(Nc1ccc2c(c1)OCCO2)c1coc2ccccc2c1=O | -10.3% | -36.2 | -1.0% | 12.7% | -4.2% | -19.5%
COc1ccc(CNS(=O)(=O)c2cc3c(cc2Cl)N(C(C)=O)CCO3)cc1 | nt | 41.8 | -6.4% | nt | 3.0% | nt
CCn1c(SCC(N)=O)nnc1-c1cc2c(C)nn(-c3ccccc3)c2s1 | 0.4% | -20.2 | 0.4% | ? | ? | 130.8%[activator]
CC12Cc3ccc4ccccc4c3C=C1C[N+](C)(C)C2 (stereo unspecified) | -0.4% | ? | -2.8% | 0.2% | 0.2% | 16.7%
O=c1oc2ccccc2c(NC(c2ccccc2)c2ccccc2)c1[N+](=O)[O-] | -2.6% | -23.5 | 0.0% | -9.2% | -12.8% | -19.4%
CN(c1ccccc1)S(=O)(=O)c1cccc(NS(=O)(=O)c2ccc(/C=C/C(=O)O)cc2)c1 | ? | -24.5 | ? | 13.0% | 3.4% | -40.9%
O=C(CSc1nnc(Nc2ccccc2)s1)NCc1ccco1 | 0.4% | 21.7 | ? | 3.2% | ? | -19.4%
O=C(Nc1ccccc1)N1CCCC(c2nc(-c3cccs3)no2)C1 (stereo unspecified) | 6.8% | -14.1 | 8.7% | ? | 0.7% | -21.1%
O=C(CCc1ccccc1)N(Cc1cccnc1)c1nc2c(F)cccc2s1 | nt | 0.0 | 10.1% | nt | 1.2% | nt
Cc1ccc(OCC(O)CN2CCOCC2)cc1C (stereo unspecified) | ? | -2.4 | -20.4% | 2.3% | -13.0% | 0.6%
Cc1ccc2oc3c(c(=O)c2c1)C(c1cccc(Cl)c1)N(CCCN1CCOCC1)C3=O (stereo unspecified) | -0.5% | 0.8 | ? | 5.3% | ? | 135.2%[activator]

Exported field by field: entries from further up.
CCOC(=O)c1nc(C)sc1-c1ccnn1S(=O)(=O)c1ccccc1C(F)(F)F
  FBPA Giardia inh = -10.9%
  HCMV inh = 42.8
  Sm TGR block = 2.0%
  HCV inhibitor = 11.1%
  AmpC detergent = -5.4%
  AmpC inh no detg = 135.0%[activator]
COc1ccc(CCNC(=O)[C@H](C)N2C(=O)N3CCc4c([nH]c5ccccc45)[C@@]3(C)C2=O)cc1
  FBPA Giardia inh = -11.9%
  HCMV inh = 17.7
  Sm TGR block = 0.4%
  HCV inhibitor = 4.47µM*
  AmpC detergent = ?
  AmpC inh no detg = 59.4%
CN(CC(=O)NCCc1ccc(S(N)(=O)=O)cc1)Cc1ccc(Cl)cc1Cl
  FBPA Giardia inh = 0.2%
  HCMV inh = -86.3*
  Sm TGR block = 1.1%
  HCV inhibitor = 7.08µM*
  AmpC detergent = -6.8%
  AmpC inh no detg = 18.3%
O=S1(=O)Nc2c(ccc3cccnc23)-c2ccccc21
  FBPA Giardia inh = ?
  HCMV inh = nt
  Sm TGR block = 0.0%
  HCV inhibitor = ?
  AmpC detergent = -7.9%
  AmpC inh no detg = -28.9%
